Assay outcomes deposited in PubChem BioAssay by several laboratories.
MT stabilize HCS: microtubule stabilizers in HeLa cells; % tubulin-high responders, % at 10 µM; HeLa tubulin immunostaining HCS, 24 h; share of cells brighter than vehicle mean+2SD; AID 2205; actives 0.83% (n = 200,000);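 active = plate Z-score above 3 for both tubulin-high and condensed-nucleus cell shares, with cell loss under 80%, at 10 µM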;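 note: anti alpha tubulin signal scored within the nucleus-defined area of each cell; some results filed as inactive read as strong as hits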
b-catenin transl: modulators of beta-catenin nuclear translocation | HeLa beta-catenin nuclear translocation, immunofluorescence imaging | nuclear translocation activity, % at 5 µM | actives 0.3% (n = 190,000) | AID 1665;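 active = nuclear translocation activity above 50% at 5 µM, with a well cell count of 50 or more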;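 note: per-cell ratio of nuclear to cytoplasmic median beta-catenin stain intensity; plate controls were DMSO negative control for no effect and GSK-3 inhibitor IX positive control for full effect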
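Test system: human HeLa cell line; Doses: 5 µM primary, 0.02–20 µM confirmation; Incubation: 24 h compound exposure, 37°C; Detection: beta-catenin immunofluorescence imaging with DAPI; Read-out: beta-catenin nuclear/cytoplasmic ratio, % activation.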
Autophagy mod: alters autophagy in cells. actives 0.98% (n = 190,000). MEF GFP-LC3 puncta imaging; test concentration mostly 10 µM. calls only at 10 µM (by protocol);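 active = percentage of spot-positive cells more than 3 SD above its plate mean, without a fluorescence outlier flag or 80% toxicity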;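 note: spot-positive cell cutoff set from DMSO-treated cells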
Dynein cargo inh: dynein cargo transport inhibition; 3617.4 mouse cells, GR-EGFP nuclear translocation imaging; test concentration mostly 20 µM; stimulated with dexamethasone, 1 µM; hits give low values; z-score, hits read low; actives 0.47% (n = 220,000);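 active = plate z-score of nuclear minus cytoplasmic receptor signal below a set negative limit, without overly bright fluorescence or cell loss, cut at about -3.5 in these data, passing the limit was not always enough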;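 note: z-score of nuclear minus cytoplasmic ring GR-EGFP intensity difference per well; some compounds called inactive have numbers as strong as hits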
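Medium: Induction medium lacking tetracycline, stripped serum | Probe or stimulus: 1.0 µM final dexamethasone stimulus | Schedule: 48 h induction, then 1 h compound, then 30 min agonist, 37 °C | Signal: Automated 10x imaging of fixed Hoechst-stained cells | Evaluation: Per-cell GR-EGFP intensity, nucleus versus surrounding cytoplasmic ring, well-averaged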
AID2073: inhibitors of Mint1-CaV2.2 protein interaction, biochemical, HTRF (AID 2073) | HTRF protein-protein interaction, Mint1-CaV2.2; higher % means a stronger effect | inhibition, % at 20 µM; hits with a dose series show IC50 in µM | actives 0.19% (n = 290,000); in the data active = inhibition mostly above about 51%, no sharp cut-off; note: some results filed as inactive read as strong as hits
Yfh1-depleted yeast: mitochondrial function rescue without frataxin homolog – Friedreich's ataxia, plus single-dose screen, dose response (AID 1465); actives 0.074% (n = 220,000); one-dose fold induction at 50 µM; EC50 in µM for titrated hits; S. cerevisiae Yfh1-off respiration, WST-1 reduction, 72 h; higher fold induction means a stronger effect;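 active = fold induction of absorbance versus untreated yeast above a set limit, then at least 30% activation at any dose in follow-up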;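 note: activators that raise dye reduction in frataxin-depleted yeast; strong numbers were not always called active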
HIV peptide binding: inhibitors of HIV fusion peptide binding, primary screen, biochemical, uHTS, fluorescence dequenching (AID 1986); cell-free peptide binding, fluorescence dequenching, 30 min; higher % means a stronger effect; inhibition, % at 20 µM, or IC50 in µM where a hit was titrated; actives 0.3% (n = 290,000); in the data active = inhibition mostly above about 52%, no sharp cut-off; inactive = mostly below about 76%; note: some results filed as inactive read as strong as hits
Insulin prom up: MIN6 insulin promoter up-regulation. MIN6 insulin promoter-GFP reporter, high-content imaging; hits give high values. z-score at 5 µM. actives 0.3% (n = 190,000). AID 1625;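 active = z-score above 3 at 5 µM with at least 500 cells counted in the well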
WT yeast gro inh: growth inhibition of WT yeast, mitochondrial fusion screen | mitochondrial fusion phenotypic screen, WT strain | inhibition, % at 10 µM | actives 2.1% (n = 190,000); in the data active = inhibition above about 58%; tested in S. cerevisiae
WT yeast gro inh mutant strain: second read-out of WT yeast gro inh, no call of its own (marks repeat the call); inhibition, %; mitochondrial fusion phenotypic screen, mutant strain inhibition
Dynein cargo inh cytoplasmic EGFP: further read-out of Dynein cargo inh, marked with its call; z-score; measured here: cytoplasmic GR-EGFP intensity; hits give high values
Dynein cargo inh nuclear GR-EGFP: further read-out of Dynein cargo inh, marked with its call; z-score; measured here: nuclear GR-EGFP intensity;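 lower value marks the stronger effect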
Dynein cargo inh cell count: further read-out of Dynein cargo inh, marked with its call; z-score; measured here: cell count per field
Insulin prom up cell count: further read-out of Insulin prom up, marked with its call; cell count; measured here: cytotoxicity, nuclei count;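 total cells summed across four imaged fields per well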
b-catenin transl cell count 5 µM: further read-out of b-catenin transl, marked with its call; cell count; measured here: cell count, cytotoxicity flag
MT stabilize HCS Hoechst-high %: further read-out of MT stabilize HCS, marked with its call; % Hoechst-high responders; measured here: nuclear condensation Hoechst responders;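 share of cells brighter than vehicle mean plus two SD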
MT stabilize HCS cytotoxicity %: recorded beside MT stabilize HCS, whose call it bears; toxicity, %; measured here: cytotoxicity by cell density;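 0% = mean cell density of plate MIN control wells and 100% = no cells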
Autophagy mod cell loss 18 h: second read-out of Autophagy mod, no call of its own (marks repeat the call); toxicity, %; measured here: cell loss, nuclei count;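 cell loss after 18 h compound exposure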
Starred values were filed as active, the others as inactive; i = inactive; . = not tested or not shown.

SMILES	MT stabilize HCS	MT stabilize HCS Hoechst-high %	MT stabilize HCS cytotoxicity %	b-catenin transl	b-catenin transl cell count 5 µM	Autophagy mod	Autophagy mod cell loss 18 h	Dynein cargo inh	Dynein cargo inh cytoplasmic EGFP	Dynein cargo inh nuclear GR-EGFP	Dynein cargo inh cell count	AID2073	Yfh1-depleted yeast	HIV peptide binding	Insulin prom up	Insulin prom up cell count	WT yeast gro inh	WT yeast gro inh mutant strain
COc1ccc(NC(=O)CN2C(=O)N(C)Cc3ccccc32)c(C)c1	1.3	2.3	6.3	-5.9	1105	i	0	0.4	-0.34	0.046	-0.3	-10%	i	-1.9%	0.05	1631	2	0
Cc1csc(NC(=O)COc2ccc3c(C)cc(=O)oc3c2)n1	1.8	0.9	3.4	-3.1	1314	i	-12	-0.34	-0.21	0.41	0.73	24%	i	6.2%	-0.16	1033	3	6
Cc1cccc(NC(=O)NNC(=O)c2cc(-c3ccccc3Cl)nc3ccccc23)c1	3.4	1.3	7.3	.	.	i	0	-2.1	0.16	-1.2	-1.6	1%	i	-0.1%	.	.	-20	-7
CN1CCN(C(=S)c2cn(CCOc3ccccc3F)c3ccccc23)CC1	1.3	0.9	5.2	1.1	1538	i	2	-0.58	-0.35	-0.17	0.49	1%	i	-0.4%	-0.79	1301	4	2
Clc1ccc(SCCCN2CCCCC2)cc1	.	.	.	-2.9	1215	.	.	0.36	0.088	0.11	-0.13	-10%	i	0.0%	-0.02	1558	.	.
CCCCCCN1C=CC=C/C1=C/C=C(C#N)C#N	2.9	3.1	8.1	.	.	i	6	-0.38	-0.22	-0.57	0.64	8%	i	0.0%	1.2	1355	-23	-23
O=C(/C=C/c1cccs1)c1ccc(NC(=O)c2cccc(Br)c2)cc1	1.3	1.4	6.0	-1.1	956	i	19	-0.28	-0.061	-0.56	0.49	3%	i	2.2%	0.4	1887	13	10
O=C(CSc1nnc2ccccn12)NC(=O)Cc1ccccc1	1.2	1.5	6.6	-1.1	1074	i	0	-0.52	-0.33	-0.58	0.74	12%	i	0.5%	0.46	1264	-3	5
CCCc1ccc(-c2cc(C(=O)NC3=NCCS3)c3ccccc3n2)cc1	5.5	2.7	3.5	-0.9	1152	i	12	-0.14	-0.21	-0.042	-0.42	4%	i	0.5%	-0.27	1455	80*	76*
COc1ccc(NC(=O)CN(C)C2CCCCC2)cc1Cl	.	.	.	0.1	1096	.	.	-0.79	-0.14	-0.51	1	0%	i	-1.5%	.	.	.	.
CCS(=O)(=O)N1CCC(C(=O)Nc2cc([N+](=O)[O-])ccc2C)CC1	.	.	.	1.1	1294	.	.	1.5	-0.18	0.72	-2.2	-3%	i	0.1%	-0.46	961	.	.
O=C1C2ON(c3ccccc3)C(c3cccnc3)C2C(=O)N1c1ccccc1 (stereo not drawn)	6.1	1.6	7.0	.	.	i	-2	0.14	-0.19	0.35	-0.19	-3%	i	2.3%	-0.38	1259	10	18
CCSc1ccc(C(=O)NCC(=O)O)cc1	.	.	.	-3.2	1158	.	.	-0.77	-0.12	-0.41	0.5	8%	i	0.9%	0.06	1311	.	.
O=C1CC(c2ccc(Cl)cc2)CC(O)=C1C=NCc1ccc(Cl)c(Cl)c1 (stereo not drawn)	1.5	1.6	4.1	-1.8	1131	i	-2	-0.26	0.12	0.24	0.059	11%	i	3.0%	0.46	917	14	17
CC(C)c1ccc(NC(=O)NC2CCCCC2)cc1	2.7	2.7	5.2	0.1	1222	i	-2	-0.53	-0.23	-0.3	-0.63	0%	i	0.5%	0.03	1189	16	8
NC(=O)[C@@H]1CCNc2c(I)cc([N+](=O)[O-])cc2C(=O)N[C@@H](CCC(=O)O)C(=O)N[C@@H](CO)C(=O)N1	4.4	1.6	3.9	-0.7	461	i	-2	0.98	-0.32	0.77	0.83	-13%	i	11%	1.1	838	20	2
COCCNC(=S)NN=C1CCCCCC1	2.5	1.7	0.3	-0.7	1141	i	-2	0.37	-0.28	0.36	-0.1	2%	i	0.2%	-0.13	1241	11	0
Oc1ccc(-c2[nH]ncc2-c2ccc(Cl)cc2)c(O)c1	2.7	3.0	13	3.8	1327	i	-2	1.2	-0.2	0.7	-0.92	2%	i	4.0%	-0.77	1500	4	-8
COc1cccc(-n2nc3c(=O)n(Cc4ccccc4Cl)nc(C)c3c2C)c1	1.9	2.8	14	-2.2	1264	i	3	-0.11	0.16	0.14	-0.14	12%	i	2.1%	-0.28	1534	2	4
CC(=O)c1ccccc1NC(=O)Cn1c(=O)cnc2ccccc21	4.0	2.9	8.7	.	.	i	3	1	-0.3	0.011	-0.36	18%	i	2.5%	0.27	1323	-25	-10
N#C/C(=C(/O)c1cc2ccccc2o1)c1nc2ccccc2s1	.	.	.	-1.9	1280	.	.	1.4	-0.24	0.34	-0.24	24%	i	3.1%	0.12	1459	.	.
CC(NS(=O)(=O)c1ccc(F)cc1)C(=O)NCc1ccncc1 (stereo not drawn)	2.3	2.4	3.6	.	.	i	7	-0.9	-0.32	-0.5	0.29	-2%	i	1.2%	.	.	8	5
Cc1cccc(NC(=O)C2CCN(S(=O)(=O)c3cccs3)CC2)n1	1.5	1.6	6.3	-1.5	1104	i	-3	0.34	0.12	0.58	-0.43	4%	i	1.7%	-0.07	1961	-9	-22
Cc1cnc(C(=O)Nc2cc(S(=O)(=O)N3CCOCC3)ccc2N2CCN(C)CC2)cn1	1.3	3.6	15	0.9	541	i	-10	-0.25	-0.27	-0.13	1	3%	i	-3.8%	-0.17	1280	-18	5
Oc1ccc(N=Nc2ccc3c(c2)OCCO3)c2ncccc12	.	.	.	-4.4	1246	.	.	-0.29	-0.074	-0.11	-0.69	46%	i	-2.5%	-1.5	658	.	.

An excerpt from above, showing only WT yeast gro inh mutant strain.
canonical_smiles | WT yeast gro inh mutant strain
Oc1ccc(-c2[nH]ncc2-c2ccc(Cl)cc2)c(O)c1 | -8
O=C(/C=C/c1cccs1)c1ccc(NC(=O)c2cccc(Br)c2)cc1 | 10
COc1cccc(-n2nc3c(=O)n(Cc4ccccc4Cl)nc(C)c3c2C)c1 | 4

(list continues)
SMILES	MT stabilize HCS	MT stabilize HCS Hoechst-high %	MT stabilize HCS cytotoxicity %	b-catenin transl	b-catenin transl cell count 5 µM	Autophagy mod	Autophagy mod cell loss 18 h	Dynein cargo inh	Dynein cargo inh cytoplasmic EGFP	Dynein cargo inh nuclear GR-EGFP	Dynein cargo inh cell count	AID2073	Yfh1-depleted yeast	HIV peptide binding	Insulin prom up	Insulin prom up cell count	WT yeast gro inh	WT yeast gro inh mutant strain
N/C(=N\NC(=O)c1cccs1)c1cc2cc(Cl)ccc2oc1=O	.	.	.	1.2	1281	.	.	-0.69	-0.26	0.045	-0.27	19%	i	2.7%	-0.24	985	.	.
Cc1ccc2cc(/C=C/C(=O)c3ccco3)c(Cl)nc2c1	.	.	.	0.5	1311	.	.	-0.94	-0.16	-0.15	1.1	-4%	i	4.3%	1.1	779	.	.
Cn1c(=O)c2c(nc(N3CCN(c4ccccn4)CC3)n2Cc2ccccc2Cl)n(C)c1=O	1.4	1.1	7.4	-0.2	1382	i	-10	0.67	-0.14	0.74	-0.12	-4%	i	-2.1%	0.31	1520	12	17
O=C(O)c1ccc(CSCc2c(F)cccc2Cl)o1	5.6	3.6	2.4	-1.9	842	i	6	-0.19	-0.17	0.16	-0.36	40%	i	0.4%	-0.74	1083	-27	-10
Cc1cc2c(cc1C)C(c1ccsc1)CC(=O)N2 (stereo not drawn)	3.7	0.8	2.6	3.0	1060	i	38	1.2	-0.21	1	-1.1	-12%	i	-1.1%	0.1	1141	12	12
COc1ccc(C2c3[nH]c4ccccc4c3CCN2C(=O)Cc2nonc2C)c(F)c1 (stereo not drawn)	.	.	.	1.4	1325	.	.	-1.2	-0.8	-0.88	0.67	9%	i	-0.3%	-0.37	994	.	.
CCn1c(/C=C/c2ccccc2[N+](=O)[O-])nc2ccccc2c1=O	1.0	0.8	0.5	-1.4	1125	i	31	1.1	-0.22	0.77	-0.81	-6%	i	1.1%	-0.59	1238	-12	-2
COCCN(C(=O)CSc1nnc(Nc2ccc(C)cc2)s1)c1c(N)n(CC(C)C)c(=O)[nH]c1=O	2.0	1.9	12	-2.5	1100	i	12	0.084	-0.025	0.087	-1	-5%	i	-0.6%	0.41	1408	14	9
Cn1c(O)c(C=Nc2ccc(N3CCOCC3)cc2)c(=O)n(C)c1=S	2.9	1.7	9.5	-0.8	1061	i	15	1.5	-0.074	1.8	-2.5	13%	i	147%	0.1	1236	16	5
O=C(CSc1ccc2c(c1)OCCO2)NCCc1ccc(Cl)cc1Cl	6.1	1.6	7.4	-0.4	1132	i	8	-0.1	-0.078	0.061	0.48	-13%	i	1.6%	0.98	1503	53	16
O=S(=O)(NCc1cccnc1)c1ccc2c(c1)OCCO2	4.0	2.4	9.2	-1.0	1132	i	-9	0.17	-0.23	0.077	0.13	14%	i	-0.1%	0.12	1121	-12	-6
CC(OC(=O)COc1ccccc1[N+](=O)[O-])C(=O)Nc1ccc(N2CCOCC2)cc1 (stereo not drawn)	2.0	1.4	1.0	1.2	494	i	26	1.3	-0.29	0.67	-0.11	13%	i	0.2%	.	.	-2	-12
C=CCSc1nnc(CNC(=O)c2ccc(Cl)cc2)n1CC	2.0	1.1	3.7	-2.9	1115	i	18	0.0091	-0.28	0.042	0.063	20%	i	0.1%	-0.45	1590	3	-5
